Pf growth 48h – inhibits P. falciparum growth in the first generation, 48 h. Potency, µM (series often up to 28.7 µM), for inactives: at the highest dose activity change, negative = inhibition, actives largely listed as inhibitors. AID 504832. 310,000 tested, 5.9% active. P. falciparum luciferase growth in erythrocytes, 48 h; further: potency means the concentration at half of the fitted maximal effect; on the % scale 0 is the no-effect control and ±100 the full control effect
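Here the parasites carry a stable luciferase gene and grow inside erythrocytes in Albumax-based RPMI medium with compound for one erythrocytic cycle. Activity is scored as loss of luminescent signal.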
LmPK inhibitor – blocks Leishmania mexicana pyruvate kinase activity | Q27686 | purified LmPK, Kinase-Glo ATP luminescence, 1 h | Potency, µM (doses to about 57.5 µM), without a hit: at the top dose activity change, negative = inhibition, actives largely listed as inhibitors | 290,000 tested, 0.37% active; further: potency means the concentration at half of the fitted maximal effect; on the % scale 0 is the no-effect control and ±100 the full control effect
Target sequence (Q27686 whole entry, looked up): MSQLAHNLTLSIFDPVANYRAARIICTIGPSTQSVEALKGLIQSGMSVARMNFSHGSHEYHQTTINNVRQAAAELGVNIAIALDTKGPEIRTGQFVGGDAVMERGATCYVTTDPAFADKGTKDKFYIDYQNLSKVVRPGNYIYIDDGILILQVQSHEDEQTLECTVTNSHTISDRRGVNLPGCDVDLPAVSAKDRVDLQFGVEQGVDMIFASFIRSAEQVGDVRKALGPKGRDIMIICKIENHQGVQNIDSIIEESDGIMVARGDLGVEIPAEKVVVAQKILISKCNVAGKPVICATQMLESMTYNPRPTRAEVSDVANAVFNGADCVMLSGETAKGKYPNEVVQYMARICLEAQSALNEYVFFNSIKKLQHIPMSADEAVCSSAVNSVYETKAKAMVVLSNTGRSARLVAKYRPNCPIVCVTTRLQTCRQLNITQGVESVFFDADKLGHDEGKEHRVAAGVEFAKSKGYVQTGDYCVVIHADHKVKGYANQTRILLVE
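Screened at intermediate enzyme activity to detect both inhibitors and activators: LmPK at 0.1 nM, with a 0.5 nM enzyme column as activation reference. PEP 0.5 mM, ADP 0.1 mM; ATP detected by luminescence after 1 h.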
TbPYK inhibitor – blocks Trypanosoma brucei pyruvate kinase; AID 624173; Q57TT1; 410,000 tested, 0.12% active; Potency, µM (titrated, usually from 76.8 µM), without a hit: top-dose activity, negative = inhibition, usual class: inhibitors; TbPYK enzyme, Kinase-Glo Plus ATP luminescence, 45 min; further: potency means the concentration at half of the fitted maximal effect; on the % scale 0 is the no-effect control and ±100 the full control effect; nearly all actives have a fitted effect of over 50% in size
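Glycolytic pyruvate kinase of T. brucei was incubated with substrate, test compound and 130 uM ADP for 45 minutes at room temperature. Luminescent Kinase-Glo Plus signal was measured after 10 minutes.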
Shiga inhibitor – blocks Shiga toxin action in Vero cells; Vero cells, Shiga toxin protein synthesis inhibition reporter; inhibition, % at 38.7 µM; 290,000 tested, 9.2% active; in the data active means inhibition mostly above about 28%, no sharp cut-off; inactive means mostly below about 43%; further: 0% is about no effect
HCV inh – inhibitors of hepatitis C virus infection; Huh7.5.1 HCVcc-Cre infection, luciferase reporter, 44 h; Potency, µM (series often up to 41.8 µM), inactives show at the highest dose activity change, negative = inhibition, usual class: inhibitors; 340,000 tested, 3.4% active; AID 651820; further: potency means the concentration at half of the fitted maximal effect; on the % scale 0 is the no-effect control and ±100 the full control effect
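Compounds are dispensed onto cells plated 4 h earlier at 1,000 per well, with HCVcc-Cre virus (about 0.5 moi) added next. Following 44 h of culture, luminescent signal is measured for 15 sec after 15 min with substrate at room temperature.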
Pf growth 96h – P. falciparum growth inhibition at 96 hours; 320,000 tested, 6.9% active; P. falciparum luciferase reporter growth, 96 h; Potency, µM (doses to about 28.7 µM), inactives show top-dose activity change, negative = inhibition, most hits filed as inhibitors; further: potency means the concentration at half of the fitted maximal effect; on the % scale 0 is the no-effect control and ±100 the full control effect
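Plates of compound plus infected erythrocytes (2% hematocrit, 0.05% parasitemia final) incubate 96 hours, 37 C, 5% CO2. Detection reagent added; reduced luminescence from the parasites' luciferase reporter flags inhibition.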
Cycloheximide cs – counter-screen for Shiga toxin inhibitors: cycloheximide protein synthesis inhibition. cell reporter, cycloheximide protein synthesis inhibition counterscreen. max response, %. 300,000 tested, 12% active; in the data active means max response mostly above about 13%, no sharp cut-off; inactive means mostly below about 14%; further: read at 38.3 µM for the half of the compounds with a filed dose; 0% is about no effect
An asterisk follows results filed as active; & = joins results of further samples; [ ] = another dose, or the depositor's remark. Unless noted, the call rests on the fitted dose curve; in most records, active means well fitted curve in the direction sought with a large enough effect; inconclusive means small, poorly fitted or top-dose-only effect, or another doubt; inactive means no such curve, though single readings can be large; an effect the other way counts as inactive or inconclusive. Rows were taken by chance. Share with any hit: about 24%.

CC(C)(C)OC(=O)N1CCC(c2c(C(=O)N3CCN(C(=O)c4ccco4)CC3)cnn2-c2ccc(F)cc2F)CC1 was read as Pf growth 48h 9.3µM*, LmPK inhibitor 3%, TbPYK inhibitor 0%, Shiga inhibitor 14, HCV inh 11%, Pf growth 96h 50%[activator] and Cycloheximide cs -2.
OCC[C@@H]1C[C@H](O)[C@@H](O)[C@@]2(CCCc3ccccc3O2)O1 was read as Pf growth 48h 16%, LmPK inhibitor -2%, TbPYK inhibitor -6%, Shiga inhibitor -3, HCV inh 9%, Pf growth 96h 18% and Cycloheximide cs -4.
For CC(Oc1ccccc1)C(=O)NC1=NCCS1 (configuration not stated) the results were Pf growth 48h 304%[activator], LmPK inhibitor -10%, TbPYK inhibitor 2%, Shiga inhibitor 80*, HCV inh inconclusive, Pf growth 96h inconclusive and Cycloheximide cs 38*.
Screening NS(=O)(=O)c1ccc(NC(=S)NC(=O)c2ccco2)cc1 returned Pf growth 48h inconclusive, LmPK inhibitor 5%&1%, TbPYK inhibitor 2%, Shiga inhibitor 9&10, HCV inh 13%&2%, Pf growth 96h 33%&-26%[activator] and Cycloheximide cs 7&4.
O=C(COC(=O)c1ccc(O)cc1)NC(=O)NCc1ccccc1 was read as Pf growth 48h inconclusive, TbPYK inhibitor 0%, HCV inh -20% and Pf growth 96h inconclusive.
Cc1c(-c2nnnn2-c2ccc(F)cc2)cnc2cc3c(cc12)OCO3 was read as Pf growth 48h -2%, LmPK inhibitor 3%, TbPYK inhibitor 10%, Shiga inhibitor -14, HCV inh -4%, Pf growth 96h 0% and Cycloheximide cs -3.
For O=[N+]([O-])c1ccc(N2CCN(S(=O)(=O)c3ccccc3)CC2)cc1NCC1CCCO1 (configuration not stated) the results were Pf growth 48h 8%, LmPK inhibitor 4%, TbPYK inhibitor -5%, Shiga inhibitor -8, HCV inh 6%, Pf growth 96h inconclusive and Cycloheximide cs -3.
For O=C(CSc1n[nH]c(=O)n1-c1cccnc1)Nc1ccccc1 the results were Pf growth 48h -4%, LmPK inhibitor -6%, TbPYK inhibitor 2%, Shiga inhibitor 33, HCV inh 11%, Pf growth 96h 29% and Cycloheximide cs -2.
Cc1nnsc1C(=O)N1CCC(C(=O)c2ccccc2)CC1 was read as Pf growth 48h 67%[activator], LmPK inhibitor 11%, TbPYK inhibitor -4%, Shiga inhibitor -9, HCV inh 8%, Pf growth 96h 35%[activator] and Cycloheximide cs -3.
`CC(C)c1ccc(C(=O)OCC(=O)NC2CCCC2)cc1` gave Pf growth 48h 35%[activator], LmPK inhibitor 2%, TbPYK inhibitor 0%, Shiga inhibitor 31, HCV inh -2%, Pf growth 96h 42%[activator] and Cycloheximide cs 27*.
For COc1ccc(NC(=O)CN(C)S(=O)(=O)c2cnc[nH]2)cc1 the results were Pf growth 48h 32%[activator], LmPK inhibitor -1%, TbPYK inhibitor 0%&0%, Shiga inhibitor 25, HCV inh 2%, Pf growth 96h inconclusive and Cycloheximide cs -2.
Nc1ncnc(N2CCOCC2)c1N was read as Pf growth 48h 7%, LmPK inhibitor -4%, TbPYK inhibitor 3%, Shiga inhibitor -8, HCV inh 24%, Pf growth 96h 3% and Cycloheximide cs -1.
`Cc1cc(C)n(-c2nc3ccccc3c(=O)n2OC2CCCCC2)n1` gave Pf growth 48h inconclusive, LmPK inhibitor 0%, TbPYK inhibitor -9%, Shiga inhibitor -17, HCV inh -8%, Pf growth 96h -85% and Cycloheximide cs -8.
CC(C)=NOC(=O)c1ccc(-c2ccccc2)cc1 was read as Pf growth 48h inconclusive, LmPK inhibitor -14%, TbPYK inhibitor -13%, Shiga inhibitor 30, HCV inh 15%, Pf growth 96h inconclusive and Cycloheximide cs 9.
For COc1ccccc1C(=O)Nc1nnc(S(=O)(=O)N2CCCCC2)s1 the results were Pf growth 48h -10%, LmPK inhibitor -4%, TbPYK inhibitor -3%&4%, Shiga inhibitor 12, HCV inh 25%, Pf growth 96h 35%[activator] and Cycloheximide cs 10.
For CCCC(=O)c1cc(-c2nc3ccccc3n2C)n(C)c1 the results were Pf growth 48h -9%, LmPK inhibitor -2%, TbPYK inhibitor 0%, Shiga inhibitor -3, HCV inh 22µM* and Cycloheximide cs 7.
Cc1cc(C(=O)N/N=C/c2ccccn2)n[nH]1 was read as Pf growth 48h 32%[activator], LmPK inhibitor -1%, TbPYK inhibitor 8%, Shiga inhibitor 38, HCV inh 13%, Pf growth 96h 45%[activator] and Cycloheximide cs 18*.
CC1CCN(CCCN2C(=O)C3C(C(=O)Nc4ccc(Cl)cc4)C4C=CC3(O4)C2C(=O)NC2CCCCC2)CC1 (configuration not stated) was read as Pf growth 48h inconclusive, LmPK inhibitor 1%, TbPYK inhibitor -9%, Shiga inhibitor 0, HCV inh inconclusive, Pf growth 96h inconclusive and Cycloheximide cs -6.
`COc1ccccc1N1CCN(C(c2ccc(C)cc2)c2nnnn2C(C)C)CC1` (configuration not stated) gave Pf growth 48h inconclusive, LmPK inhibitor 2%, TbPYK inhibitor -8%, Shiga inhibitor -8, HCV inh -4% and Cycloheximide cs 2.
Screening CC1CCC(NS(=O)(=O)c2ccc3c(c2)CC(=O)N3)CC1 (configuration not stated) returned Pf growth 48h 12%, LmPK inhibitor -5%, TbPYK inhibitor 4%, Shiga inhibitor -5, HCV inh inconclusive, Pf growth 96h -7% and Cycloheximide cs 9.

Copied from the listing, two compounds:
`Cc1cc(C)n(-c2nc3ccccc3c(=O)n2OC2CCCCC2)n1` gave Pf growth 48h inconclusive, LmPK inhibitor 0%, TbPYK inhibitor -9%, Shiga inhibitor -17, HCV inh -8%, Pf growth 96h -85% and Cycloheximide cs -8.
CC(C)=NOC(=O)c1ccc(-c2ccccc2)cc1 was read as Pf growth 48h inconclusive, LmPK inhibitor -14%, TbPYK inhibitor -13%, Shiga inhibitor 30, HCV inh 15%, Pf growth 96h inconclusive and Cycloheximide cs 9.

Additional structures follow:
COc1cc(C(=S)N2CCOCC2)cc(OC)c1OC(=O)Cc1ccccc1 was read as Pf growth 48h -12%, LmPK inhibitor -18%, TbPYK inhibitor -10%, Shiga inhibitor -2, HCV inh 7%, Pf growth 96h inconclusive and Cycloheximide cs 2.
`Cc1ccc(N(CC(O)Cn2c3ccccc3c3ccccc32)S(C)(=O)=O)c(C)c1` (configuration not stated) gave Pf growth 48h 4.7µM*, LmPK inhibitor 2%, TbPYK inhibitor -11%, Shiga inhibitor 14, HCV inh -5% and Cycloheximide cs -6.
Screening CCOC(=O)C1=C(C)Nc2sc(C(=O)c3ccc(F)cc3)c(N)c2C1c1ccc(C(=O)OC)cc1 (configuration not stated) returned Pf growth 48h 7.4µM*, LmPK inhibitor 3%, TbPYK inhibitor -5%, Shiga inhibitor 1, HCV inh 7.1µM*, Pf growth 96h 4.7µM* and Cycloheximide cs 5.
For CCc1nccn1C(=O)c1cnn2c(C(F)F)cc(-c3ccccc3)nc12 the results were Pf growth 48h 11%, LmPK inhibitor -2%, Shiga inhibitor -22, Pf growth 96h -18% and Cycloheximide cs -4.
`COc1ccc(-c2noc(CN(C)S(=O)(=O)c3ccc(Cl)cc3)n2)cc1OC` gave Pf growth 48h inconclusive, LmPK inhibitor 1%, TbPYK inhibitor 1%, Shiga inhibitor 10, HCV inh inconclusive, Pf growth 96h inconclusive and Cycloheximide cs -3.
CCC(CC)C(=O)Nc1nnc(S(=O)(=O)Nc2ccccc2C)s1 was read as Pf growth 48h 11%, LmPK inhibitor -2%, TbPYK inhibitor 0%, Shiga inhibitor -7, HCV inh 20%, Pf growth 96h 15% and Cycloheximide cs 2.
`O=C1CCC(/C=C/c2ccccc2)=NN1Cc1ccc(F)cc1` gave Pf growth 48h 15%, LmPK inhibitor -5%, TbPYK inhibitor -1%, Shiga inhibitor 21, HCV inh 5%, Pf growth 96h 3% and Cycloheximide cs 7.
Screening Nc1ccccc1C(=O)Nc1cccc(C(=O)O)c1 returned Pf growth 48h -2%, LmPK inhibitor -18%, TbPYK inhibitor -16%, Shiga inhibitor 10, HCV inh 8%, Pf growth 96h 17% and Cycloheximide cs 0.
Screening CCSc1nnc(-c2cccc(S(=O)(=O)N(CC)CC)c2)n1Cc1ccccc1 returned Pf growth 48h 15µM*, LmPK inhibitor -1%, TbPYK inhibitor 3%, Shiga inhibitor -21, HCV inh 4%, Pf growth 96h 17% and Cycloheximide cs -1.
Screening NC(=O)c1nsc(C(=O)N(Cc2ccco2)C(C(=O)NCC2CCCO2)c2ccc(F)cc2)c1N (configuration not stated) returned Pf growth 48h -4%, LmPK inhibitor -1%, TbPYK inhibitor 6%, Shiga inhibitor -7, HCV inh 0%, Pf growth 96h inconclusive and Cycloheximide cs -7.
`CCN(CC)c1ccc(C=N/C(C#N)=C(\N)C#N)cc1` gave Pf growth 48h 53%[activator], LmPK inhibitor 4%, TbPYK inhibitor -5%, Shiga inhibitor 54*, HCV inh -24% and Cycloheximide cs 28*.
For CC(C)(C)C(=O)Nc1cc2c3c(c1)CCN3C(=O)CC2 the results were Pf growth 48h 0%, LmPK inhibitor -4%, TbPYK inhibitor 8%, Shiga inhibitor 10, HCV inh 21%, Pf growth 96h 30% and Cycloheximide cs -2.
Cc1ccc2c(c1)=C/C(=C\c1c(O)[nH]c(=S)[nH]c1=O)C(=O)N=2 was read as Pf growth 48h 12%, LmPK inhibitor 9%, Shiga inhibitor -11, HCV inh 4%, Pf growth 96h inconclusive and Cycloheximide cs -7.
`O=C(NCc1ccccc1)c1nc[nH]c1C(=O)NCc1ccccc1` gave Pf growth 48h inconclusive, LmPK inhibitor 4%, TbPYK inhibitor -9%, Shiga inhibitor 10, HCV inh 0%, Pf growth 96h 25% and Cycloheximide cs 7.
Screening COc1ccc(C(=O)CSc2nnc(-c3ccccc3)o2)cc1 returned Pf growth 48h 34%[activator], LmPK inhibitor 2%, TbPYK inhibitor 0%, Shiga inhibitor 17, HCV inh -3%, Pf growth 96h inconclusive and Cycloheximide cs -1.
Screening COc1ccccc1-c1nc(SCC(=O)NCc2ccco2)c2c(=O)n(C)c(=O)n(C)c2n1 returned Pf growth 48h 37%[activator], LmPK inhibitor 1%, TbPYK inhibitor -1%, Shiga inhibitor 17, HCV inh inconclusive, Pf growth 96h 76%[activator] and Cycloheximide cs 1.
CC(C)(c1ccccc1)c1ccc(OCc2ccc(C(=O)O)o2)cc1 was read as Pf growth 48h 70%[activator], TbPYK inhibitor 7%, HCV inh 19% and Pf growth 96h 58%[activator].
For CC(C)(C)n1nc2c(c1NC(=O)c1ccco1)CS(=O)C2 (configuration not stated) the results were Pf growth 48h inconclusive, LmPK inhibitor 3%, TbPYK inhibitor -1%, Shiga inhibitor 1, HCV inh -12%, Pf growth 96h 8% and Cycloheximide cs -1.
`O=C(Nc1cccnc1)c1ccc(Cl)c(Cl)c1` gave Pf growth 48h inconclusive, LmPK inhibitor -5%, TbPYK inhibitor -6%, HCV inh -2%, Pf growth 96h 6.6µM* and Cycloheximide cs 24*.
For COc1cccc(NS(=O)(=O)CC23CCC(CC2=O)C3(C)C)c1 (configuration not stated) the results were LmPK inhibitor 10%, TbPYK inhibitor 0%, Shiga inhibitor -6, HCV inh 12%, Pf growth 96h 18% and Cycloheximide cs -3.
